Screening results as filed in PubChem.
yeast bub3 – NCI yeast anticancer drug screen, S. cerevisiae bub3 mutant strain; hit rate 9.9% among 78,000; growth inhibition, % at 50 µM; AID 167, 2004;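 note: 0% = growth of vehicle-only cultures of the same strain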
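Readout: yeast growth inhibition, expressed relative to vehicle-only wells. The test organism is a mutant strain from a panel with lesions in DNA repair or checkpoint genes.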
sgs1 mgt1 – NCI yeast anticancer drug screen, S. cerevisiae sgs1 mgt1 strain. hit rate 10% among 78,000. AID 161, 2004. % growth inhibition at 50 µM;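 note: 0% = growth of vehicle-only cultures of the same strain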
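Compounds are added to genetically altered yeast, and growth is compared with cultures given vehicle alone to give percent inhibition.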
yeast rad50 – NCI yeast anticancer drug screen, S. cerevisiae rad50 strain. hit rate 10% among 79,000. % growth inhibition at 50 µM;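 note: 0% = growth of vehicle-only cultures of the same strain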
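Compounds were tested on a yeast strain with an engineered DNA damage repair alteration; the reported value is growth inhibition normalised to vehicle treatment.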
yeast cln2 rad14 – NCI yeast anticancer drug screen, S. cerevisiae cln2 rad14 strain; % growth inhibition at 50 µM; hit rate 8.3% among 78,000; AID 165, 2004;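 note: 0% = growth of vehicle-only cultures of the same strain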
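Readout is yeast growth inhibition versus vehicle-treated controls, using a strain with cln2 and rad14 alterations exposed to compound.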
mec2-1 – NCI yeast anticancer drug screen, S. cerevisiae mec2-1 strain. % growth inhibition at 50 µM. hit rate 9% among 79,000;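 note: 0% = growth of vehicle-only cultures of the same strain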
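Readout is yeast growth inhibition, normalised to vehicle-treated controls, in the mec2-1 strain exposed to compound.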
mlh1 rad18 – NCI yeast anticancer drug screen, S. cerevisiae mlh1 rad18 strain; % growth inhibition at 50 µM; hit rate 11% among 79,000; AID 175, 2004;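 note: 0% = growth of vehicle-only cultures of the same strain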
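Cells of a genetically altered yeast strain, deficient in DNA damage repair, were treated with compound. Their growth was then compared with that of vehicle-treated cultures to give inhibition.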
Active calls of the source: *; x = not tested or not shown; & = joins results of further samples. Cut-off read from the data, not from the text of the source: active = growth inhibition above about 70%; inactive = the rest. Rows are unselected; about 13% have a hit in one of these screens.

SMILES | yeast bub3 | sgs1 mgt1 | yeast rad50 | yeast cln2 rad14 | mec2-1 | mlh1 rad18
OC1C2COc3nc4ccccc4n3C(O2)C1O (stereo not given) | -15 | -10 | -7 | 34 | 5 | -7
O=[N+]([O-])c1ccc(Oc2c(Cl)cccc2Cl)cc1 | 75* | 5 | -13 | -44 | -12 | 15
Cc1cc2c(cc1C)C(=O)c1ccccc1C2=O | -31 | -15 | -29 | -7 | -36 | -22
O=C(c1nc2cc([N+](=O)[O-])ccc2[nH]c1=O)C(O)c1ccco1 (stereo not given) | -35 | -25 | -9 | 14 | -25 | -6
O=C=Nc1ccccc1[N+](=O)[O-] | -1 | -16 | -4 | -66 | -28 | -9
O=C(NCCNCCO)N/N=C/c1cccc([N+](=O)[O-])c1 | -29 | -34 | -12 | 0 | -14 | -20
Cc1ccc(C(=O)c2ccc(C)cc2)cc1 | 6 | 13 | -3 | -4 | -4 | 15
CC(=O)N1c2ccccc2C(=O)C1(C)O (stereo not given) | 7 | 4 | -3 | -13 | 14 | -9
CC(C)(C)C1(C#N)C(=O)N(c2ccc(Cl)cc2)C12c1ccccc1-c1ccccc12 (stereo not given) | -4 | 6 | 5 | 19 | 10 | 20
CC[N+](C)(CC)CCOc1ccc(Cc2nc3c([nH]2)c(=O)n(C)c(=O)n3C)cc1 | -10 | 14 | 8 | -4 | 6 | 20
Cc1ccc(O)c(C(=O)CCCC(=O)c2cc(C)ccc2O)c1 | -8 | 8 | -5 | 12 | 8 | 4
COc1ccc(CCCC2C(=O)CC(C)OC2=O)cc1OC (stereo not given) | 3 | 2 | -27 | -26 | 3 | 0
O=CC1CCC(c2ccc3ccccc3c2)O1 (stereo not given) | -20 | 1 | -2 | 6 | 2 | 27
CCOC(=O)c1ccc(NC(=S)Nc2ccccc2S)cc1 | 10 | 23 | 16 | 9 | 16 | 12
Cc1ccc(/C=N/S(=O)(=O)Cc2ccccc2)cc1 | 0 | 10 | -12 | 5 | 4 | 0
O=C(O)c1cccc(C(=O)O)c1C(=O)O.[NH-]C1CCCCC1[NH-].[Pt+2] | 8 | -16 | -18 | 22 | 0 | -34
Cn1c(=O)c2c(ncn2CC2NCCN2)n(C)c1=O | 43 | -21 | -10 | -11 | -6 | -6
O=C1/C(=C/c2ccccn2)CCc2ccccc21 | 89* | 83* | 85* | 46 | 89* | 84*
CCCCCCCCCC(O)CCCCC (stereo not given) | x | x | -2 | x | -21 | 15
CC1(C)CC[C@]2(C(=O)O)CC[C@]3(C)C(=CC[C@@H]4[C@@]5(C)CC[C@@H]6OC(C)(C)OC[C@@]6(C)[C@@H]5CC[C@]43C)[C@H]2C1 | -9 | -20 | 4 | -5 | 11 | -63

Pulled by structure from above, 2 records:
SMILES | yeast bub3 | sgs1 mgt1 | yeast rad50 | yeast cln2 rad14 | mec2-1 | mlh1 rad18
CCOC(=O)c1ccc(NC(=S)Nc2ccccc2S)cc1 | 10 | 23 | 16 | 9 | 16 | 12
CCCCCCCCCC(O)CCCCC (stereo not given) | x | x | -2 | x | -21 | 15

Other structures follow:
SMILES | yeast bub3 | sgs1 mgt1 | yeast rad50 | yeast cln2 rad14 | mec2-1 | mlh1 rad18
Cc1ccc(NC(=O)CC2SC(=Nc3cccc(Cl)c3C)NC2=O)cc1 (stereo not given) | 26 | 41 | 31 | 29 | 28 | 11
Cc1cc(=O)[nH]c(N)n1 | -16&9 | 2&-12 | 8&-4 | 8&-6 | -18&-2 | 7&-10
CC(=O)NC1c2ccccc2C(C)(C)C12CCC1(CC2)OCCO1 (stereo not given) | -4 | -5 | -33 | 0 | -17 | -41
NC(=S)n1nc(-c2ccccc2)c(N=Nc2ccccc2[N+](=O)[O-])c1-c1ccccc1 | 4 | -3 | 13 | -36 | 2 | 9
COC(=O)CCC(=O)Nc1ccccc1C(F)(F)F | 8 | 8 | -9 | 3 | 5 | 1
CCOC(=O)C(=O)Cc1cc(=O)n(C)c2ccccc12 | 14 | 16 | 12 | 2 | 16 | 2
O=C(c1ccccc1)c1ccc2ccccc2c1 | 15 | 1 | 25 | -13 | 13 | 28
O=c1c(I)c[nH]cc1I | 16&-9 | 4&-24 | -3&-12 | 23&3 | 14&-16 | 15&22
CC(C)=C1C=C2CCC3C(C)(C(=O)O)CCCC3(C)C2CC1 (stereo not given) (tested in a mixture with another compound) | 39 | 59 | 72* | 20 | 40 | 61
O=C1C(Br)=C(Oc2ccccc2)C(=O)C(Br)=C1Oc1ccccc1 | 11 | 14 | 8 | 1 | 11 | -8
OCC1CC2c3ccccc3C1c1ccccc12 (stereo not given) | -28 | -12 | -12 | 0 | -22 | -7
Cc1cc(=O)n2[nH]nnc2n1 | 12 | 26 | 10 | 13 | 18 | 14
Cc1c(CO)nc(CO)[nH]c1=O | -15 | -21 | -3 | -9 | -14 | 3
O=C(O)CC(c1ccc(Cl)cc1)C(CC(=O)O)c1ccc(Cl)cc1 (stereo not given) | 3 | -2 | 7 | -34 | 8 | -5
O=C(O)CSc1cc(-c2ccccc2)nc2ccccc12 | 14 | -14 | 6 | 5 | 21 | 8
CC12CCC3c4ccc(OC(=O)c5ccccc5)cc4CCC3C1CC(O)C2 (stereo not given) | 70 | 50 | -6 | 43 | 38 | 12
COc1cccc(-c2nc3ccccc3c(=O)[nH]2)c1OC | 16 | 10 | 33 | 18 | -17 | 20
COC(=O)C(CC(C)=O)CS(=O)(=O)CC(=O)C(=O)Nc1cccc([N+](=O)[O-])c1 (stereo not given) | 99* | 99* | 100* | 98* | 100* | 99*
NC(=O)c1[nH]c(COCCO)nc1N | 7 | 14 | -20 | -15 | -10 | 22
CC1CCCC(CC(=O)O)(CC(=O)O)C1 (stereo not given) | -4 | -5 | -14 | -29 | -34 | -21
CCOP(=O)(CS(=O)(=O)CCC1(C)NC(=O)NC1=O)OCC (stereo not given) | 6 | 14 | 11 | 2 | 0 | 13
CNc1cc(SC)nc(N)n1 | 75* | 93* | 90* | 92* | 94* | 95*
C=C1C(=O)O[C@@H]2C3=C(C)C(=O)C=C[C@]3(C)CC[C@@H]12 | 7 | 9 | 5 | 1 | 9 | -14
O=C(OC1COC(n2c(=O)oc3cc([N+](=O)[O-])c([N+](=O)[O-])cc32)C(OC(=O)c2ccccc2)C1OC(=O)c1ccccc1)c1ccccc1 (stereo not given) | -9 | 14 | -5 | -9 | 9 | 3
O=c1c2ccccc2c(Cc2ccccc2)nn1C1CCCC1 | 11 | -1 | -9 | 2 | -3 | -5
C[C@H]1C[C@](C)(CO)Oc2oc3ccccc3c(=O)c21 | 7 | 17 | 4 | 5 | 10 | 13
O=C(O)CCNc1cccs1 | -5 | -26 | -20 | -64 | -2 | -20
CN(/N=C/C=N/N(C)C1=NCCN1)C1=NCCN1 | 0 | 0 | 4 | 8 | -6 | -10
NCC(O)CSc1ccc(Cl)c(Cl)c1 (stereo not given) | 17 | 19 | 9 | 75* | 14 | 11
COc1cccc(C2C(C(=O)O)=C(CO)Oc3cc4c(cc32)OCO4)c1OC (stereo not given) | 1 | -4 | 18 | 14 | 16 | -2
O=C1CCC(=O)C(C(=O)CCC(=O)Nc2cccc(Cl)c2)C1 (stereo not given) | 12 | -12 | -21 | 20 | -6 | -5
COC(=O)c1c(-c2ccc3c(c2)OCO3)cn(C)c1C | 8 | 25 | 6 | -5 | 2 | 12
COc1cc(/C=C2\SC(=S)N(/C=C/c3nc4ccccc4[nH]c3=O)C2=O)cc(OC)c1OC | -5 | 63 | 9 | 34 | 15 | 55
NC(N)=NCC1CCCCCCN1 (stereo not given) | -13 | -21 | -9 | 19 | -21 | 13
CCC(CC)C(=O)NC(=O)NC(=O)N1CC(C)OC(C)C1 (stereo not given) | 0 | -3 | 4 | -8 | -14 | -7
CC(Sc1nc2ccccc2c(=O)[nH]1)c1ccccc1 (stereo not given) | 7 | 3 | 3 | -22 | -2 | -7
O=c1[nH]c2ccccc2c2cccc(F)c12 | 92* | 95* | 94* | 70 | 71* | 87*
O=C(O)/C=C/C(=O)N(c1ccccc1)N(C(=O)/C=C/C(=O)O)c1ccccc1 | 6 | 5 | 6 | 6 | -9 | 18
COc1ccc2c(c1)[nH]c1c(/C=C/c3ccccc3)nccc12 | 88* | 93* | 90* | 71* | 92* | 90*
NC(=O)COC(C(F)(F)F)C(F)(F)F | -8 | -10 | 4 | -1 | 0 | -8

Structural class: the compounds so far with sulfur.
SMILES | yeast bub3 | sgs1 mgt1 | yeast rad50 | yeast cln2 rad14 | mec2-1 | mlh1 rad18
CCOC(=O)c1ccc(NC(=S)Nc2ccccc2S)cc1 | 10 | 23 | 16 | 9 | 16 | 12
Cc1ccc(/C=N/S(=O)(=O)Cc2ccccc2)cc1 | 0 | 10 | -12 | 5 | 4 | 0
Cc1ccc(NC(=O)CC2SC(=Nc3cccc(Cl)c3C)NC2=O)cc1 (stereo not given) | 26 | 41 | 31 | 29 | 28 | 11
NC(=S)n1nc(-c2ccccc2)c(N=Nc2ccccc2[N+](=O)[O-])c1-c1ccccc1 | 4 | -3 | 13 | -36 | 2 | 9
O=C(O)CSc1cc(-c2ccccc2)nc2ccccc12 | 14 | -14 | 6 | 5 | 21 | 8
COC(=O)C(CC(C)=O)CS(=O)(=O)CC(=O)C(=O)Nc1cccc([N+](=O)[O-])c1 (stereo not given) | 99* | 99* | 100* | 98* | 100* | 99*
CCOP(=O)(CS(=O)(=O)CCC1(C)NC(=O)NC1=O)OCC (stereo not given) | 6 | 14 | 11 | 2 | 0 | 13
CNc1cc(SC)nc(N)n1 | 75* | 93* | 90* | 92* | 94* | 95*
O=C(O)CCNc1cccs1 | -5 | -26 | -20 | -64 | -2 | -20
NCC(O)CSc1ccc(Cl)c(Cl)c1 (stereo not given) | 17 | 19 | 9 | 75* | 14 | 11
COc1cc(/C=C2\SC(=S)N(/C=C/c3nc4ccccc4[nH]c3=O)C2=O)cc(OC)c1OC | -5 | 63 | 9 | 34 | 15 | 55
CC(Sc1nc2ccccc2c(=O)[nH]1)c1ccccc1 (stereo not given) | 7 | 3 | 3 | -22 | -2 | -7

Later entries.
SMILES | yeast bub3 | sgs1 mgt1 | yeast rad50 | yeast cln2 rad14 | mec2-1 | mlh1 rad18
Cc1ccc(C(=O)O)cc1N | 3&-21 | -3&-5 | -7&4 | 6&1 | -15&42 | 2&-18
Oc1cc(CN2CCOCC2)c(O)c(CN2CCOCC2)c1 | 8 | 21 | 15 | 20 | 9 | 25
CC(C)Oc1ccc(Br)cc1 | -2 | -5 | 3 | -1 | -2 | -2
CCCCNC(=S)Nn1c(-c2ccccc2)nc2ccccc2c1=O | -32 | -21 | 19 | -38 | -43 | 1
Cc1ccc(S(=O)(=O)OC2C(OC(=O)c3ccccc3)OCC(O)C2O)cc1 (stereo not given) | 6 | 6 | 24 | -12 | 2 | 3
CC(C)(C)CC(N)=O | -3&-2 | 20&14 | -2&7 | -1&2 | 1&0 | 14&8
Oc1ccc2c(c1)Cc1cc(F)ccc1-2 | -8 | -13 | 16 | 4 | -19 | -2
Nc1cc(S(=O)(=O)O)cc2ccc(S(=O)(=O)O)cc12 | -6 | -15 | -4 | -4 | 7 | 4
Cc1ccc(NC(=O)C2C(=O)N(c3ccc(C)c(C)c3)C(=O)/C2=N\NC(N)=O)cc1C (stereo not given) | -13 | 29 | 22 | 3 | -15 | 39
CCCC1c2c(ccc3ccccc23)Oc2ccc3ccccc3c21 | -14 | -20 | -36 | -2 | 2 | -1
O=C1NC(Cc2c[nH]c3ccccc23)C(=O)N2CCCC12 (stereo not given) | -6 | -7 | -5 | -6 | 1 | 9
CCSc1[nH]c2nc[nH]c(=O)c2c1C#N | 0 | -33 | -8 | -18 | 21 | -8
CCCc1nnnn1C12CC3CC(CC(C3)C1)C2 | 18 | 2 | 31 | 2 | 19 | 28
